M1 antag – human CHRM1 antagonism | P11229 | CHO-K1 hM1, Fluo-8 calcium fluorescence, ACh EC80 antagonist | inhibition, % at 3 µM | hit rate 1.3% among 360,000 | AID 588852;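 active = percent inhibition above its own plate's cutoff, namely the mean of that plate's compound wells plus 3 SD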;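 also: peak over basal fluorescence ratio during 140 s after agonist addition; 0% = ACh EC80 plus DMSO and 100% = DMSO alone without agonist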
CHRM4 agonist – CHRM4 agonism in calcium assay | P08173 | activation, % at 3 µM | CHO-K1 hM4/Gqi5, Fluo-8 calcium fluorescence; vehicle 0%, full acetylcholine response 100% | hit rate 0.14% among 360,000;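 active = activation above the run mean over all test wells plus 3 SD, cut at about 32% in these data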;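 also: peak over basal fluorescence ratio per well then scaled between controls; 0% = DMSO wells and 100% = acetylcholine at EC100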
Target sequence (P08173 whole entry, looked up): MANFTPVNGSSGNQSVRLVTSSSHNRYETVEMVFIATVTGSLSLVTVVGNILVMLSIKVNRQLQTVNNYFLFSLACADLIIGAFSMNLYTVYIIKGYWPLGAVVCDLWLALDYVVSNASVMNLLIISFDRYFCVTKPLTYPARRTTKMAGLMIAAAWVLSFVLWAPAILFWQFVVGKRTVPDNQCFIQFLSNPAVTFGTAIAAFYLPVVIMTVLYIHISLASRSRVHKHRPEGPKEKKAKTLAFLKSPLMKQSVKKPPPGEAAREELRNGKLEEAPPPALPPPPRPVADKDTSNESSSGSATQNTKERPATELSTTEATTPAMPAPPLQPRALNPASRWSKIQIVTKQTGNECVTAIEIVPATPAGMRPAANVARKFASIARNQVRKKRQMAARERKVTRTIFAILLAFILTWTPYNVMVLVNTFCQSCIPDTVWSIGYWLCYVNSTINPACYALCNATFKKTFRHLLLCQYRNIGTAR
TAAR1 agonist – agonists of human TAAR1. CHO RD-HGA16 TAAR1, Fluo-8 calcium fluorescence; vehicle wells 0%, saturating PEA agonist 100%. Q96RJ0. hit rate 0.99% among 360,000. activation, % at 3 µM;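 active = activation above the mean activation of all test compounds in the run plus 3 SD, cut at about 38% in these data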
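Signal – calcium-sensitive Fluo-8 signal, excitation 470-495, emission 515-575 nm · System – RD-HGA16 (CHO) cells co-expressing Gα16 and hTAAR1 · Incubation – 17-24 h seeding, 75 min 37 °C dye, 30 min RT · Compound dosing – 3 µM single concentration · Repeats – no replicates (n 1)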
M5 PAM – CHRM5 positive allosteric modulation; P08912; CHO-K1 hM5, Fluo-8 calcium, ACh EC20 PAM; 0% = ACh EC20, 100% = ACh EC100; activation, % at 3 µM; hit rate 0.3% among 360,000;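 active = activation above the run cutoff, the mean activation of all test compounds plus 3 SD, cut at about 18% in these data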
Target sequence (P08912 whole entry, looked up): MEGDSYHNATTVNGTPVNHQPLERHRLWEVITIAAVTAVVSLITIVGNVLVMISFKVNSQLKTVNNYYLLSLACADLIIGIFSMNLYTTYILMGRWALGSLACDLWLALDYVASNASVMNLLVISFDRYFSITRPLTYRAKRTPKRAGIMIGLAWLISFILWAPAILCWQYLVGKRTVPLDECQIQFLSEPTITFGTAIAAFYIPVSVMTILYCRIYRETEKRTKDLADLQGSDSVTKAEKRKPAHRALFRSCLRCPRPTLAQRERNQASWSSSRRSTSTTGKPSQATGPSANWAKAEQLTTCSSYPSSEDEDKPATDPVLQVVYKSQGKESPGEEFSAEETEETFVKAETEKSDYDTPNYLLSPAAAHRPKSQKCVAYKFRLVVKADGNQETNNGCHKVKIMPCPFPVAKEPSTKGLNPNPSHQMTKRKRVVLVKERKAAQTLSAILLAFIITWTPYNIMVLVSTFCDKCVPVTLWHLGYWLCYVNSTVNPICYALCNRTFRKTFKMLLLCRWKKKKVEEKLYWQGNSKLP
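System: CHO-K1 hM5 cells. Reagent: acetylcholine, EC20 level. Compound dosing: single dose, 3 µM nominal final test concentration. Timing: Post-acetylcholine fluorescence recording 140 s. Detection: Fluo-8 calcium fluorescence. Read-out: % activation, ACh-normalized. Benchmarks: ACh EC20 and EC100 wells. Repeats: singlicate, one well per test compound.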
M1 PAM – positive allosteric modulators of human M1 muscarinic receptor | P11229 | CHO-K1 hM1, Fluo-8 calcium fluorescence, ACh EC20; 0% = ACh EC20, 100% = maximal ACh | activation, % at 3 µM | hit rate 0.088% among 360,000 | AID 588819; in the data active = activation above about 19%, passing the limit was not always enough
CHRM5 agonist – CHRM5 agonism in calcium assay | hit rate 0.19% among 360,000 | P08912 | AID 624037 | activation, % at 3 µM | CHO-K1 hM5 cells, Fluo-8 calcium fluorescence; 0% DMSO wells, 100% maximal acetylcholine response;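 active = activation above the run's mean over test compounds plus 3 SD, cut at about 23% in these data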;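 also: signal is peak over basal fluorescence ratio across the kinetic read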
CHRM1 agonist – human M1 muscarinic receptor agonism | activation, % at 3 µM | CHO-K1 hM1, Fluo-8 calcium fluorescence, agonist mode; 0% DMSO, 100% acetylcholine EC100 | hit rate 0.33% among 360,000 | P11229;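 active = activation above the run's mean compound activation plus 3 SD, cut at about 16% in these data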;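 also: peak over basal fluorescence ratio within a 140 s kinetic read after compound addition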
M5 antag – antagonists of human muscarinic M5 receptor (CHRM5) | CHO-hM5 cells, Fluo-8 calcium fluorescence, ACh EC80 | inhibition, % at 3 µM | P08912 | hit rate 0.59% among 360,000;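 active = inhibition above a per-plate cutoff, the mean of that plate's test compounds plus 3 SD, cut at about 27% in these data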;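 also: 0% = acetylcholine EC80 with DMSO and 100% = DMSO without agonist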
CHRM4 antagonist – CHRM4 antagonism in calcium assay | P08173 | CHO-hM4 cells, ACh EC80, Fluo-8 calcium fluorescence | inhibition, % at 3 µM | hit rate 0.73% among 360,000 | AID 624125;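 active = inhibition above its plate's cutoff, the mean inhibition of sample wells plus 3 SD, cut at about 27% in these data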;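 also: 0% = acetylcholine EC80 with DMSO and 100% = DMSO without agonist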
* = called active by the depositor. An excerpt; the hit share may differ from the screen's.

For O=C(NCc1ccco1)/C(=C/c1ccc(F)cc1)NC(=O)c1ccccc1 the results were M1 antag -11.0, CHRM4 agonist 2.8, TAAR1 agonist 5.6, M5 PAM 5.1, M1 PAM 15.3, CHRM5 agonist -2.2, CHRM1 agonist -0.1, M5 antag -6.1 and CHRM4 antagonist -20.1.
Screening N#CC1(NC(=O)COC(=O)c2nc(Cl)c(Cl)c(N)c2Cl)CCCCC1 returned M1 antag -5.2, CHRM4 agonist 3.0, TAAR1 agonist 4.3, M5 PAM 4.1, M1 PAM 4.8, CHRM5 agonist -0.2, CHRM1 agonist 1.7, M5 antag 3.9 and CHRM4 antagonist 3.5.
For O=C(c1cccc(C(=O)N2CCN(c3ccccc3)CC2)c1)N1CCN(c2ccccc2)CC1 the results were M1 antag -0.3, CHRM4 agonist 15.0, TAAR1 agonist 5.2, M5 PAM -12.3, M1 PAM -5.0, CHRM5 agonist 3.0, CHRM1 agonist -3.1, M5 antag 1.2 and CHRM4 antagonist 1.0.
`O=c1c2c3c(sc2ncn1/N=C/c1ccco1)CCCC3` gave M1 antag -2.5, CHRM4 agonist -0.3, TAAR1 agonist 1.1, M5 PAM 1.6, M1 PAM 0.4, CHRM5 agonist 2.0, CHRM1 agonist -7.4, M5 antag -6.9 and CHRM4 antagonist 1.3.
Screening O=C(NCc1nc(-c2ccccc2)no1)c1ccc(Br)o1 returned M1 antag 6.9, CHRM4 agonist 1.0, TAAR1 agonist 6.1, M5 PAM 2.5, M1 PAM -2.3, CHRM5 agonist -3.3, CHRM1 agonist -7.6, M5 antag -1.8 and CHRM4 antagonist -2.6.
For O=C(c1cc(COc2cccc(C(F)(F)F)c2)on1)N1CCc2ccccc2C1 the results were M1 antag -3.2, CHRM4 agonist 0.2, TAAR1 agonist -0.8, M5 PAM -5.2, M1 PAM 9.3, CHRM5 agonist -3.3, CHRM1 agonist -2.8, M5 antag 12.2 and CHRM4 antagonist -2.8.
For CC1CCCCN1C(=O)CSc1nnc(-c2ccco2)n1CC1CCCO1 (stereo unspecified) the results were M1 antag 0.7, CHRM4 agonist 1.8, TAAR1 agonist 15.2, M5 PAM 0.1, M1 PAM 0.8, CHRM5 agonist 2.3, CHRM1 agonist -0.8, M5 antag -0.1 and CHRM4 antagonist 9.2.
Screening CC(C)Oc1cccc(C(=O)C2CCCN(Cc3cccn3-c3ccccn3)C2)c1 (stereo unspecified) returned M1 antag 40.7*, CHRM4 agonist 9.5, TAAR1 agonist 8.7, M5 PAM 0.4, M1 PAM -23.2, CHRM5 agonist -3.4, CHRM1 agonist -4.4, M5 antag 8.2 and CHRM4 antagonist 5.1.
For CCOC(=O)[C@@H]1[C@H]2COc3ccc(Br)cc3[C@@H]2N2C(=O)N(c3ccc(C)cc3)C(=O)[C@@]12C the results were M1 antag -8.3, CHRM4 agonist -0.5, TAAR1 agonist 0.4, M5 PAM 3.8, M1 PAM 7.8, CHRM5 agonist -1.9, CHRM1 agonist -4.3, M5 antag 7.4 and CHRM4 antagonist 19.9.
CCSc1nnc(Nc2ccccc2)s1 was read as M1 antag -4.7, CHRM4 agonist 1.2, TAAR1 agonist 3.5, M5 PAM 2.7, M1 PAM -1.8, CHRM5 agonist -6.1, CHRM1 agonist -4.0, M5 antag 9.8 and CHRM4 antagonist 11.5.

Three compounds drawn at random from the list so far, as already listed:
CCSc1nnc(Nc2ccccc2)s1 was read as M1 antag -4.7, CHRM4 agonist 1.2, TAAR1 agonist 3.5, M5 PAM 2.7, M1 PAM -1.8, CHRM5 agonist -6.1, CHRM1 agonist -4.0, M5 antag 9.8 and CHRM4 antagonist 11.5.
Screening CC(C)Oc1cccc(C(=O)C2CCCN(Cc3cccn3-c3ccccn3)C2)c1 (stereo unspecified) returned M1 antag 40.7*, CHRM4 agonist 9.5, TAAR1 agonist 8.7, M5 PAM 0.4, M1 PAM -23.2, CHRM5 agonist -3.4, CHRM1 agonist -4.4, M5 antag 8.2 and CHRM4 antagonist 5.1.
For O=C(c1cccc(C(=O)N2CCN(c3ccccc3)CC2)c1)N1CCN(c2ccccc2)CC1 the results were M1 antag -0.3, CHRM4 agonist 15.0, TAAR1 agonist 5.2, M5 PAM -12.3, M1 PAM -5.0, CHRM5 agonist 3.0, CHRM1 agonist -3.1, M5 antag 1.2 and CHRM4 antagonist 1.0.

Next records.
For COc1cccc(-c2nc(CS(=O)(=O)CC(=O)Nc3cc(OC)ccc3OC)c(C)o2)c1 the results were M1 antag -3.5, CHRM4 agonist 2.6, TAAR1 agonist 6.7, M5 PAM 4.1, M1 PAM 5.0, CHRM5 agonist -2.6, CHRM1 agonist -1.3, M5 antag -3.8 and CHRM4 antagonist -17.5.
Screening Nc1c(NC=O)c(=O)n(Cc2ccccc2)c(=O)n1Cc1ccccc1 returned M1 antag 5.0, CHRM4 agonist 1.3, TAAR1 agonist 0.2, M5 PAM 2.5, M1 PAM -4.7, CHRM5 agonist -0.1, CHRM1 agonist 3.0, M5 antag 5.1 and CHRM4 antagonist -12.8.
COC(=O)CSc1nc(C)cc(C(F)(F)F)c1C#N was read as M1 antag -16.1, CHRM4 agonist 1.3, TAAR1 agonist 2.0, M5 PAM -1.1, M1 PAM -1.5, CHRM5 agonist -3.0, CHRM1 agonist -5.3, M5 antag 6.8 and CHRM4 antagonist -1.4.
`CSc1cccc(NC(=S)N2CCC(N(C)C3CCCCC3C)CC2)c1` (stereo unspecified) gave M1 antag -16.8, CHRM4 agonist 1.4, TAAR1 agonist 2.3, M5 PAM 4.5, M1 PAM 9.3, CHRM5 agonist -5.9, CHRM1 agonist -6.3, M5 antag 1.5 and CHRM4 antagonist -2.1.
`Cc1ccc(S(=O)(=O)NCC(=O)NCC(=O)N2CCC(C)CC2)cc1` gave M1 antag -16.8, CHRM4 agonist 0.3, TAAR1 agonist 0.1, M5 PAM 4.9, M1 PAM 13.4, CHRM5 agonist 0.8, CHRM1 agonist 0.6, M5 antag 8.3 and CHRM4 antagonist -0.5.
COc1ccc2nc(C)cc(SCC(=O)OC(C)C)c2c1 was read as M1 antag -7.4, CHRM4 agonist 4.9, TAAR1 agonist 8.1, M5 PAM -2.6, M1 PAM 11.0, CHRM5 agonist 1.2, CHRM1 agonist -6.1, M5 antag 6.7 and CHRM4 antagonist -17.6.
Screening N#CCCSCc1ccc(OCC(=O)O)cc1 returned M1 antag 3.0, CHRM4 agonist 0.4, TAAR1 agonist 8.2, M5 PAM 3.6, M1 PAM 5.2, CHRM5 agonist 0.3, CHRM1 agonist 0.1, M5 antag 1.1 and CHRM4 antagonist 14.9.
Screening CC1CCN(c2ccc(C(=O)NCCc3ccccc3)cn2)CC1 returned M1 antag -0.4, CHRM4 agonist -4.0, TAAR1 agonist -1.0, M5 PAM 0.7, M1 PAM -0.5, CHRM5 agonist -4.4, CHRM1 agonist -5.8, M5 antag -2.4 and CHRM4 antagonist 2.4.
`CC(=O)N1N=C(c2ccccc2)CC1c1ccc2c(c1)OCO2` (stereo unspecified) gave M1 antag 7.8, CHRM4 agonist 5.7, TAAR1 agonist 5.3, M5 PAM -5.5, M1 PAM -2.6, CHRM5 agonist 0.0, CHRM1 agonist -0.5, M5 antag 7.0 and CHRM4 antagonist 9.9.
For CCOCc1nnc(NC(=O)C2CC(=O)N(C3CCCC3)C2)s1 (stereo unspecified) the results were M1 antag 1.0, CHRM4 agonist 0.8, TAAR1 agonist 8.7, M5 PAM 0.9, M1 PAM 4.7, CHRM5 agonist -1.0, CHRM1 agonist -5.8, M5 antag 6.2 and CHRM4 antagonist 1.9.
`CCCCOc1ccc(N(CC(=O)NCCOC)C(=O)CCC(=O)Nc2ccccn2)cc1` gave M1 antag -8.9, CHRM4 agonist 0.2, TAAR1 agonist 5.1, M5 PAM 3.7, M1 PAM 7.2, CHRM5 agonist 0.8, CHRM1 agonist -2.6, M5 antag 3.4 and CHRM4 antagonist 3.2.
For CCCCN(C(=O)Cn1ncc(Cl)c(Cl)c1=O)c1c(N)n(CC(C)C)c(=O)[nH]c1=O the results were M1 antag -8.9, CHRM4 agonist -0.1, M5 PAM -4.7, M1 PAM 4.3, CHRM5 agonist 0.3, CHRM1 agonist -2.2, M5 antag 10.2 and CHRM4 antagonist -1.6.
Screening CN(N=Cc1ccccc1O)c1ccc2ccccc2n1 returned M1 antag -14.8, CHRM4 agonist 0.8, TAAR1 agonist 0.7, M5 PAM -5.7, M1 PAM 3.4, CHRM5 agonist -0.3, CHRM1 agonist -4.1, M5 antag 0.6 and CHRM4 antagonist -20.5.
Screening CC1CCN(C(=O)c2[nH]cnc2C(=O)Nc2ccccc2F)CC1 returned M1 antag 1.5, CHRM4 agonist 1.0, TAAR1 agonist 3.6, M5 PAM -3.2, M1 PAM -5.0, CHRM5 agonist 0.8, CHRM1 agonist -1.1, M5 antag -2.9 and CHRM4 antagonist 2.6.
Cc1ccccc1C1NC(=S)NC2=C1C(=O)CCC2 (stereo unspecified) was read as M1 antag -7.6, CHRM4 agonist 0.5, TAAR1 agonist 1.1, M5 PAM 6.0, M1 PAM 8.9, CHRM5 agonist -0.8, CHRM1 agonist -1.9, M5 antag 4.9 and CHRM4 antagonist -0.9.
COc1cc(CC(=O)Nc2cc(S(C)(=O)=O)ccc2Cl)cc(OC)c1OC was read as M1 antag -11.4, CHRM4 agonist 1.3, TAAR1 agonist 0.1, M5 PAM 1.1, M1 PAM 11.2, CHRM5 agonist 1.6, CHRM1 agonist -1.6, M5 antag -4.8 and CHRM4 antagonist -5.8.
Screening CCCC(C)C(=O)Nc1cccc(NC(C)=O)c1 (stereo unspecified) returned M1 antag 1.1, CHRM4 agonist 0.4, TAAR1 agonist 2.3, M5 PAM -1.4, M1 PAM 2.7, CHRM5 agonist -1.5, CHRM1 agonist -2.0, M5 antag 1.3 and CHRM4 antagonist -9.3.
For CCOc1ccc(NC(=O)CN(C)S(=O)(=O)c2cccc3cccnc23)cc1 the results were M1 antag -4.8, CHRM4 agonist 11.2, TAAR1 agonist 5.6, M5 PAM -7.7, M1 PAM 5.8, CHRM5 agonist -1.1, CHRM1 agonist -1.1, M5 antag -3.9 and CHRM4 antagonist -8.2.
Screening O=C(O)C1CC(=O)n2c(nc3ccccc32)S1 (stereo unspecified) returned M1 antag 1.5, CHRM4 agonist 0.5, TAAR1 agonist 19.2, M5 PAM -2.5, M1 PAM 4.7, CHRM5 agonist -1.0, CHRM1 agonist -1.9, M5 antag 0.4 and CHRM4 antagonist 5.3.
For CCSC(=N)N the results were M1 antag -13.9, CHRM4 agonist -0.1, TAAR1 agonist 1.9, M5 PAM -6.4, M1 PAM -4.5, CHRM5 agonist 0.1, CHRM1 agonist -2.1, M5 antag 2.9 and CHRM4 antagonist 1.2.
Screening COC(=O)[C@]12CCCCC=C1N(Cc1ccccc1)C(=O)[C@H](CC(=O)NCc1ccc(OC)c(OC)c1)C2 returned CHRM4 agonist 8.3, TAAR1 agonist 2.7, M5 PAM -4.7, CHRM5 agonist 1.0, M5 antag 5.0 and CHRM4 antagonist 7.1.
